Compound activity (PubChem BioAssay)
NF-kB expr up: activators of NF-kB expression in neurons, primary screen, cell-based, HTS. 190,000 tested, 1.6% active. fold change at 12.5 µM. human neuronal cells, NF-kB reporter expression; active compounds read high. AID 1239, 2008; in the data active = fold change above about 3.3
STAT3 activator: IL-6 driven STAT3 reporter potentiators, primary screen, U3A cells, luciferase, luminescence, MLSCN library; IL-6 STAT3-luciferase reporter; 100% = signal with IL-6 EC80 alone; activation (% of control), % at 5.6 µM; 190,000 tested, 0.91% active;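 active = activation above the screen-wide mean of compound activation plus 3 SD, cut at about 130% in these data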;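 note: 0% = background luminescence of wells with medium and substrate only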
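Material: STAT1-lacking human U3A cells, STAT3 luciferase reporter | Benchmarks: IL-6-only wells as 100% reference | Probe or stimulus: IL-6 (33 ng/mL) | Timing: Compound 1 h, then IL-6 6 h at 37 °C | Detection: Luminescence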
APP 5'UTR act: activators of APP 5'UTR luciferase reporter, primary screen, SH-SY5Y cells. activation, % at 2 µM. AID 1276, 2008. SH-SY5Y APP 5'UTR luciferase reporter, luminescence; zero percent = DMSO vehicle wells. 190,000 tested, 1% active;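 active = activation above a set limit, based on mean plus 3 SD of controls, cut at about 140% in these data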; note: values of inactives mirror those of a sister screen read the other way
APP 5UTR inh: inhibitors of APP translation via 5'UTR reporter, primary screen, APP 5'UTR luciferase, SH-SY5Y cells | SH-SY5Y APP 5'UTR-luciferase reporter, luminescence | inhibition, % at 2 µM | 190,000 tested, 0.82% active;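 active = inhibition above a set limit, derived from the sample mean plus 3 SD, cut at about 45% in these data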; note: values of inactives mirror those of a sister screen read the other way
RAM inhibit: inhibitors of the yeast RAM network, primary screen, dse1pr::URA3 reporter, 5-FOA selection. S. cerevisiae dse1pr::URA3 reporter, 5-FOA growth OD615, 2 d; analog-sensitive cbk1-as2 kinase mutant strain. inhibition, % at 50 µM. 190,000 tested, 1.8% active;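 active = inhibition above a set limit, 3 SD over mean compound inhibition, cut at about 8.4% in these data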;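 note: 0% = DMSO-only wells with no growth and 100% = 10 µM 1-NA-PP1 full growth; inhibition rescues growth on 5-FOA so higher OD means more RAM inhibition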
FLuc inhib CS: firefly luciferase enzyme inhibitors, primary screen, artefact control for luciferase-based inhibitor screens, biochemical, luminescence, ATPLite; Luciferin 4-monooxygenase (Photinus pyralis), P08659; 10 min; inhibition, % at 10 µM; 200,000 tested, 1.5% active;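 active = inhibition above about 50% when tested at 10 µM, limit read from the data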
Target sequence (P08659 whole entry, looked up): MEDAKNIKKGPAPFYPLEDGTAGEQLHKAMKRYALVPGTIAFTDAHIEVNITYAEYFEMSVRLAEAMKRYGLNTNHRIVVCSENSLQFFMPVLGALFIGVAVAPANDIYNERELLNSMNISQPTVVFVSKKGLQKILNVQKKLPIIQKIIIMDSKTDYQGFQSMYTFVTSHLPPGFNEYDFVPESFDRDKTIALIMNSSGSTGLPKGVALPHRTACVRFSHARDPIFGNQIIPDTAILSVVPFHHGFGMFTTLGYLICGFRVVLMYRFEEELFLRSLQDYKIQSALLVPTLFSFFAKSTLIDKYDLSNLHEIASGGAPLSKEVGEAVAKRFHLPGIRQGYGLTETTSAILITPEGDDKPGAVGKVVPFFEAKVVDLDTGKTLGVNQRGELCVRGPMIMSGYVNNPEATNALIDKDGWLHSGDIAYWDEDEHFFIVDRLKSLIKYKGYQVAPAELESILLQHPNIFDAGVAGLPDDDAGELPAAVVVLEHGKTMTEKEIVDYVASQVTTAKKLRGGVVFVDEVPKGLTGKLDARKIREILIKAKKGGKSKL
STAT3 blocker: IL-6 driven STAT3 reporter inhibitors, primary screen, U3A cells, luciferase, luminescence, MLSCN library; IL-6 STAT3-luciferase reporter; host cell line lacks STAT1; inhibition, % at 5.5 µM; 190,000 tested, 0.89% active; AID 862, 2007;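 active = inhibition above the mean inhibition across all screened compounds plus 3 SD, cut at about 44% in these data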;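 note: 0% = DMSO only wells and 100% = 100 µM nifuroxazide control wells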
STAT1 act: STAT1 signaling activators, primary screen, cell-based, HTS, luciferase reporter; NIH 3T3 STAT1-luciferase reporter, IFN-gamma, luminescence; 100% = IFN-gamma alone, no compound; 200,000 tested, 2.6% active; activation (% of control), % at 5.5 µM;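 active = activation above the screen-wide mean activation plus 3 SD, cut at about 130% in these data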;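 note: raw ratio to IFN-gamma control signal so 100% means no change and 0% no light; values of inactives mirror those of a sister screen read the other way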
STAT1 blocker: STAT1 signaling inhibitors, primary screen, cell-based, HTS, luciferase reporter | NIH 3T3 STAT1-luciferase reporter, IFN-gamma, luminescence | inhibition, % at 5.5 µM | 200,000 tested, 0.35% active | AID 920, 2007;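 active = inhibition above a set limit, the mean inhibition across all tested compounds plus 3 SD, cut at about 34% in these data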;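 note: 0% = IFN-gamma with DMSO and 100% = IFN-gamma with 300 µM nifuroxazide; values of inactives mirror those of a sister screen read the other way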
Hsp70 act: Hsp70 transcriptional activators, primary screen, cell-based, HeLa, Hsp70 promoter luciferase, luminescence, 10 µM | activation, % at 10 µM | HeLa Hsp70 promoter luciferase reporter; scaled: vehicle 0, proteasome-inhibitor control 100% | AID 1203, 2008 | 200,000 tested, 0.04% active;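 active = activation above the mean across all tested compounds plus 3 SD, cutoff set per campaign, cut at about 5.5% in these data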;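 note: 100% = MG132 at 30 µM as the positive control and 0% = DMSO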
Active calls of the source: *; · = no result given. Outcome played no part in choosing rows (roughly 7.7% active in at least one column).

SMILES	NF-kB expr up	STAT3 activator	APP 5'UTR act	APP 5UTR inh	RAM inhibit	FLuc inhib CS	STAT3 blocker	STAT1 act	STAT1 blocker	Hsp70 act
CCC(Sc1nc2ccccc2c(=O)[nH]1)C(=O)O (stereo unspecified)	1.1	102.5	23.5	-23.5	2.6	-0.7	2.8	97.5	2.8	-0.1
COc1ccc(NC(=O)/C(C#N)=C/c2ccc(Br)o2)cc1	1.65	81.3	6.2	-6.2	4.8	-0.9	28.5	103.6	-5.6	-0.2
COc1ccccc1CNC(=O)CN1C(=O)CSc2ccc(S(=O)(=O)N3CCCC3)cc21	0.99	97.3	-2.4	2.4	-0.1	0.9	9.0	94.5	6.3	0.1
Cc1nc2ccc(S(=O)(=O)NCC(=O)N3CCCC(C)C3)cc2s1 (stereo unspecified)	0.97	92.4	-4.2	4.2	2.4	-1.4	9.7	105.4	-6.0	-0.1
Cc1cc2cc(C)c(NCCNC(=O)c3ccccc3)nc2cc1C	0.83	99.3	8.7	-8.7	-0.8	-7.5	4.3	97.2	0.9	-0.4
CNC(=S)N(CCc1c(C)[nH]c2ccccc12)Cc1cc(OC)c(OC)c(OC)c1	1.42	102.8	-12.5	12.5	3.8	-14.4	-3.4	92.6	8.1	0.0
CCn1cc(-c2cc(C(=O)O)c3ccccc3n2)cn1	1.38	85.8	-4.4	4.4	-0.4	82.6*	22.1	77.6	22.6	-0.2
O=C(/C=C/c1ccc2c(c1)OCO2)c1ccco1	1.51	99.5	20.2	-20.2	-0.5	58.3*	5.9	109.2	-10.1	-0.4
CCCCCCOc1ccc(N2C(=O)CC(SC(=NCC)NCC)C2=O)cc1 (stereo unspecified)	1.27	97.7	7.9	-7.9	1.2	-7.7	5.0	99.2	-0.8	-0.3
Cn1c(N2CCN(C(=O)NCc3ccccc3)CC2)nc2ccccc21	1.11	91.9	1.0	-1.0	1.0	-4.5	11.3	101.0	-1.1	-0.2
CCCN(C(=O)c1ccco1)c1nnc(-c2ccccc2C)s1	1.58	97.6	51.1	-51.1	1.8	27.4	7.1	107.5	-9.8	-0.1
CCOC(=O)c1c(NC(=O)C2COc3ccccc3O2)sc2c1CC(C)(C)NC2(C)C (stereo unspecified)	0.62	89.1	1.6	-1.6	0.6	-3.9	15.2	97.3	3.0	-0.3
CN1CCC(NC(=O)Cc2c(F)cccc2Cl)CC1	1.05	98.5	10.8	-10.8	2.0	-4.1	10.0	108.5	-9.3	-0.4
COc1ccccc1N(CC(=O)Nc1cc(C)on1)S(=O)(=O)c1ccc(Cl)cc1	1	106.1	-0.8	0.8	3.0	-4.1	-7.0	96.1	4.2	-0.5
CCOc1ccccc1C(=O)N1CCN=C1SC	1.18	97.8	2.6	-2.6	-1.2	-4.8	6.6	106.7	-7.3	0.6
COC(=O)C1=C(C)NC(=O)NC1c1ccccc1 (stereo unspecified)	1.1	102.0	-15.6	15.6	1.4	-7.8	3.3	105.2	-5.7	-0.2
COC(=O)C1=C(C)NC(=O)NC1c1ccc(OC(=O)c2ccco2)cc1 (stereo unspecified)	1.23	96.5	-10.4	10.4	3.0	-6.0	9.5	102.5	-3.1	-0.1
CC(C)c1csc(CN2CCCC(CCC(=O)NCc3ccccc3F)C2)n1 (stereo unspecified)	1.07	99.2	18.0	-18.0	0.0	-6.0	6.7	108.7	-9.3	-0.4
Nc1nnc(COc2ccccc2)s1	1.54	100.8	-8.6	8.6	0.8	0.8	2.2	103.8	-4.1	-0.2
COc1ccc(/C=N\NC(=O)c2cc(O)c(O)c(O)c2)cc1CN1CCN(c2ccc(F)cc2)CC1	1.02	100.4	13.6	-13.6	-1.1	-4.5	-1.0	101.7	-1.9	-0.4
Cc1nc(S/C(=C/c2ccc(-c3ccc(Cl)cc3)o2)C(=O)O)n[nH]1	1.03	114.5	3.7	-3.7	-0.1	-0.7	-19.4	102.2	-2.4	-0.1
O=[N+]([O-])c1ccc(-c2ccc(/C=N/c3c(-c4ccco4)nc4ccccn34)o2)c(Cl)c1	1.17	99.7	-7.3	7.3	2.9	9.2	5.2	101.4	-1.6	-0.1
O=C(CN1C(=O)c2ccccc2S1(=O)=O)NC1CCCC1	1.33	105.9	2.5	-2.5	-1.3	-0.2	-3.3	108.3	-9.0	0.5
COc1ccc(-c2oc3ncn(CCN4CCOCC4)c(=N)c3c2-c2ccc(OC)cc2)cc1	0.31	100.4	-10.7	10.7	0.4	-4.5	-0.9	105.0	-5.5	-0.2
Cc1cc(NC(=O)CSc2cn(CCNC(=O)c3ccc(F)cc3)c3ccccc23)no1	0.83	106.1	-6.1	6.1	4.0	-1.9	-6.4	96.0	4.4	0.2
CC(=O)Nc1ccc(N2C(=O)CSC2c2cccc([N+](=O)[O-])c2)cc1 (stereo unspecified)	0.98	102.0	4.2	-4.2	3.5	-6.7	-2.8	102.9	-3.0	-0.3
Cc1cc(C)n(-c2ccc(C(=O)OCC(=O)Nc3cc(Cl)ccc3[N+](=O)[O-])cc2)n1	0.97	134.3*	-11.0	11.0	2.7	-4.4	-40.7	99.7	0.4	-0.3
O=C(NCc1ccco1)c1ccccc1NS(=O)(=O)c1cccs1	0.99	99.4	7.5	-7.5	1.0	-6.2	0.3	95.0	5.4	-0.3
COc1ccc(S(=O)(=O)N(C)c2ccc(C(=O)N3CCCC3)cc2)cc1	0.96	99.8	31.1	-31.1	0.7	-4.1	8.6	81.1	20.2	0.0
CCC1Sc2ccccc2N(CC(=O)NCc2ccccc2OC)C1=O (stereo unspecified)	1.21	103.5	24.7	-24.7	6.8	-6.8	-0.8	92.0	8.9	-0.1
Cn1c(=O)oc2cc(S(=O)(=O)Nc3ccc4c(c3)OCCO4)ccc21	0.55	103.4	12.1	-12.1	3.9	3.4	-1.9	94.0	12.0	0.0
CCOc1ccc(Cc2c(Cl)nc(SC)nc2OC)cc1	1.09	102.5	15.2	-15.2	9.4*	-4.1	7.2	102.6	-2.9	-0.2
CCN(CC)CCOC(=O)c1ccc(NC(=O)CNC(=O)c2ccccc2)cc1	1.11	99.8	18.8	-18.8	1.6	-5.9	8.8	103.7	-6.2	0.0
COc1ccc(C)cc1S(=O)(=O)N(CC(=O)NCc1ccc(Cl)cc1)Cc1ccccc1	0.59	103.9	-18.0	18.0	12.5*	-4.5	-3.5	104.8	0.0	-0.4
Cc1ccc(N=Nc2c(C)[nH]n(-c3ccccc3)c2=O)cc1	1.43	147.1*	22.3	-22.3	13.2*	-0.6	-46.1	105.4	-6.1	-0.2
COc1ccc(C2c3c(ccc4ccccc34)Oc3ncn4nc(Cc5ccccc5)nc4c32)cc1OC (stereo unspecified)	0.75	105.9	32.0	-32.0	4.4	-1.5	-12.4	93.7	6.9	-0.3
Cc1ccc2nc(NC(=O)CSc3nc4c(c(=O)n3C)SC(C)C4)sc2c1 (stereo unspecified)	0.84	75.1	10.4	-10.4	5.7	0.4	32.5	80.8	21.1	-0.4
C/C(O)=C\c1nc2ccccc2oc1=O	3.6*	98.6	-1.0	1.0	0.5	-4.6	11.8	95.6	4.9	-0.1
Cc1nc2c([N+](=O)[O-])c(C)c(C)cc2[nH]1	1.33	107.9	8.2	-8.2	2.5	-6.2	-7.2	110.5	-11.9	0.4
Cc1nn(-c2nc3ccccc3s2)c(N)c1-c1ccccc1	7.63*	118.6	121.9	-121.9	1.6	52.2*	-21.5	143.1*	-46.7	0.2
CCCC(=O)Nc1ccc(N2CCN(S(C)(=O)=O)CC2)cc1	1.09	100.0	-0.1	0.1	0.0	0.3	-2.6	97.6	4.9	-0.3
Cn1nnc2cc(C(=O)Nc3ccc(Cl)cc3)ccc21	1.48	90.6	41.5	-41.5	3.5	0.2	15.2	132.2*	-36.8	-0.1
CC(=O)c1cccc(NC(=O)/C(=C\c2cccnc2)NC(=O)c2ccco2)c1	0.89	95.7	4.0	-4.0	0.4	-4.7	9.8	98.1	-1.2	0.3
CCN1CCN(CCOc2ccccc2-c2ccccc2)CC1	0.93	99.8	-9.4	9.4	-1.9	-2.7	4.0	96.8	1.6	-0.1
COc1ccc(OC)c(NC(=O)Cn2c(-c3ccc(Cl)cc3)noc2=O)c1	1.04	100.1	2.4	-2.4	3.0	-5.1	9.7	97.3	3.0	0.1
O=C(CNCC1CCCO1)N1CCN(S(=O)(=O)c2ccc3ccccc3c2)CC1 (stereo unspecified)	1.5	98.2	-4.0	4.0	0.5	-11.2	0.6	103.5	-3.8	-0.2
O=C(O)c1ccc(-c2ccccc2Cl)o1	0.96	100.4	-0.3	0.3	0.5	·	1.5	97.5	2.7	0.0
O=S(=O)(c1ccc(F)cc1)N1CCC(N2CCCC2)CC1	1.09	102.2	13.8	-13.8	1.1	-8.6	-2.5	94.1	7.2	-0.3
O=C(NNC(=O)c1cccs1)c1ccc([N+](=O)[O-])cc1	1.54	98.7	-7.6	7.6	1.9	14.5	6.5	112.1	-10.9	0.0
Cc1c(O)c(=O)c2ccccc2n1C	1.12	102.3	12.7	-12.7	2.7	-0.5	-5.6	90.1	10.9	-0.3
Nc1ccccc1Nc1cc(-c2ccccc2)nn1-c1ccccc1	1.18	98.8	-3.1	3.1	6.2	-0.4	3.6	109.0	-10.0	-0.1
Cc1[nH]c2ccccc2c1C(c1ccncc1)N1CCN(c2ccc(F)cc2)CC1 (stereo unspecified)	2.39	99.4	-0.4	0.4	3.0	-4.8	0.6	95.6	5.0	0.1
Cc1nnc(SCC(=O)N(Cc2ccccc2)C(C)C)n1-c1ccccc1	1.04	101.9	-15.0	15.0	0.9	-7.0	-1.1	101.8	0.0	-0.2
Cc1cc(=O)oc2cc(NC(=S)NCc3ccccn3)ccc12	1.21	84.2	6.4	-6.4	4.3	-1.3	25.8	94.8	5.8	-0.2
CNC(=S)SCCOc1ccccc1C	1.13	97.5	-4.0	4.0	-0.6	-1.7	1.5	92.5	8.2	-0.3
CCC(C)NS(=O)(=O)c1ccc(OCC(=O)N2CCCC2)cc1 (stereo unspecified)	1.1	105.5	-3.5	3.5	2.1	-3.6	-3.4	93.1	7.5	0.1

Marked active in STAT1 act (from the list above):
Molecule	NF-kB expr up	STAT3 activator	APP 5'UTR act	APP 5UTR inh	RAM inhibit	FLuc inhib CS	STAT1 act	STAT1 blocker	Hsp70 act
Cc1nn(-c2nc3ccccc3s2)c(N)c1-c1ccccc1	7.63*	118.6	121.9	-121.9	1.6	52.2*	143.1*	-46.7	0.2
Cn1nnc2cc(C(=O)Nc3ccc(Cl)cc3)ccc21	1.48	90.6	41.5	-41.5	3.5	0.2	132.2*	-36.8	-0.1
